CHRM5 agonist = CHRM5 agonism in calcium assay; 360,000 tested, 0.19% active; P08912; AID 624037; activation, % at 3 µM; CHO-K1 hM5 cells, Fluo-8 calcium fluorescence; 0% DMSO wells, 100% maximal acetylcholine response;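 active = activation above the run's mean over test compounds plus 3 SD, cut at about 23% in these data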;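 also: signal is peak over basal fluorescence ratio across the kinetic read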
Target sequence (P08912 whole entry, looked up): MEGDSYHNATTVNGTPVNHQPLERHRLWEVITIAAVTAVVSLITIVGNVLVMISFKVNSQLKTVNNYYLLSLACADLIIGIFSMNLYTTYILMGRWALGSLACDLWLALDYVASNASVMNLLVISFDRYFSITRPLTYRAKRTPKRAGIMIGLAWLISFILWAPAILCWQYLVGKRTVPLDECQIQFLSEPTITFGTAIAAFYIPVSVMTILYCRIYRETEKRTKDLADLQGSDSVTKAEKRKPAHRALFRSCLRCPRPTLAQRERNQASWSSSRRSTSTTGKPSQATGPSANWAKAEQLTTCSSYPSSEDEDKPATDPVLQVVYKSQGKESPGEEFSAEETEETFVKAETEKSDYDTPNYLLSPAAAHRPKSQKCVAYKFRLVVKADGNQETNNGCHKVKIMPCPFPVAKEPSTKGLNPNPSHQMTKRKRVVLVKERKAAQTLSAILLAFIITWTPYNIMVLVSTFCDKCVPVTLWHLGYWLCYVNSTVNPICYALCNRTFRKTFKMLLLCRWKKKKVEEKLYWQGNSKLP
M4 ag = CHRM4 agonism in calcium assay; CHO-K1 hM4/Gqi5, Fluo-8 calcium fluorescence; vehicle 0%, full acetylcholine response 100%; 360,000 tested, 0.14% active; activation, % at 3 µM; AID 624127; P08173;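 active = activation above the run mean over all test wells plus 3 SD, cut at about 32% in these data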;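 also: peak over basal fluorescence ratio per well then scaled between controls; 0% = DMSO wells and 100% = acetylcholine at EC100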
Target sequence (P08173 whole entry, looked up): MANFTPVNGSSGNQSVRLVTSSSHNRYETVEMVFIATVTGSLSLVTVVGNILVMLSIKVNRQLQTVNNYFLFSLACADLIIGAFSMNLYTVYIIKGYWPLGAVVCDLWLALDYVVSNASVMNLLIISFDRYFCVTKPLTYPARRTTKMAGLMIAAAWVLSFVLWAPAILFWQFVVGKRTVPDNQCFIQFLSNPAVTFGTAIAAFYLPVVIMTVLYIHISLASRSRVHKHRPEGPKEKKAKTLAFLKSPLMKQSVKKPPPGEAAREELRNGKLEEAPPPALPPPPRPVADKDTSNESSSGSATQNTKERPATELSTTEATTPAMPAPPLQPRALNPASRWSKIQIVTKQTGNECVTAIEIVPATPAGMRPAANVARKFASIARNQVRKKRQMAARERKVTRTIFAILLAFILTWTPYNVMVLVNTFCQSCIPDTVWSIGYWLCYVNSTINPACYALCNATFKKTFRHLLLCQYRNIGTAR
CHO-K1 Ca ag = M1 agonist counterscreen hit in parental CHO-K1 cells. Fluo-8 calcium fluorescence; scaled to maximal ATP response, vehicle zero. activation, % at 3 µM. 360,000 tested, 0.48% active; in the data active = activation above about 15%;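 also: untransfected CHO-K1 host cells lacking M1 receptor as counterscreen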
M4 antag = blocks acetylcholine activation of human M4 receptor; CHO-hM4 cells, ACh EC80, Fluo-8 calcium fluorescence; 360,000 tested, 0.73% active; P08173; inhibition, % at 3 µM; AID 624125;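 active = inhibition above its plate's cutoff, the mean inhibition of sample wells plus 3 SD, cut at about 27% in these data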;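 also: 0% = acetylcholine EC80 with DMSO and 100% = DMSO without agonist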
CHRM5 PAM = CHRM5 positive allosteric modulation; P08912; CHO-K1 hM5, Fluo-8 calcium, ACh EC20 PAM; 0% = ACh EC20, 100% = ACh EC100; activation, % at 3 µM; 360,000 tested, 0.3% active; AID 624038;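 active = activation above the run cutoff, the mean activation of all test compounds plus 3 SD, cut at about 18% in these data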
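system = human M5 receptor in CHO-K1 cells | reagent = EC20 acetylcholine as agonist stimulus | compound dosing = single-point, 3 µM nominal | incubation = Fluo-8 loading 80 min at 37 °C plus 30 min room temperature | detection = Fluo-8 calcium dye fluorescence, kinetic read | benchmarks = low control EC20 acetylcholine (0%), high control EC100 acetylcholine (100%)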
CHO-K1 Ca antag = M1 antagonist counterscreen hit in parental CHO-K1 cells; inhibition, % at 3 µM; ATP-induced calcium, Fluo-8 fluorescence; AID 602250; 360,000 tested, 0.6% active;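 active = inhibition above a per-plate cutoff, the plate's mean sample inhibition plus 3 SD, cut at about 24% in these data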;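 also: 0% = DMSO plus EC80 ATP and 100% = DMSO alone without ATP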
CHRM4 PAM = positive allosteric modulators of human muscarinic M4 receptor; P08173; CHO-K1 hM4/Gqi5, Fluo-8 calcium fluorescence, ACh EC20; 0% = ACh EC20, 100% = maximal ACh; activation, % at 3 µM; 360,000 tested, 0.4% active; AID 624126;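 active = activation above its plate's cutoff, the mean activation of sample wells plus 3 SD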; also: some results filed as inactive read as strong as hits
CHRM5 antagonist = CHRM5 antagonism in calcium assay; P08912; CHO-hM5 cells, Fluo-8 calcium fluorescence, ACh EC80; inhibition, % at 3 µM; 360,000 tested, 0.59% active; AID 624040;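 active = inhibition above a per-plate cutoff, the mean of that plate's test compounds plus 3 SD, cut at about 27% in these data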;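 also: 0% = acetylcholine EC80 with DMSO and 100% = DMSO without agonist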
M1 PAM parental = M1 PAM counterscreen hit in parental CHO-K1 cells; ATP EC20, Fluo-8 calcium fluorescence; 0% at ATP EC20, 100% at ATP max; activation, % at 3 µM; 360,000 tested, 0.02% active; AID 602247;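 active = activation above the run cutoff, the mean activation of all test compounds plus 3 SD, cut at about 40% in these data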;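 also: peak over basal fluorescence ratio in a 140 s read after ATP addition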
* = called active by the depositor; / = not tested or not shown.

SMILES | CHRM5 agonist | M4 ag | CHO-K1 Ca ag | M4 antag | CHRM5 PAM | CHO-K1 Ca antag | CHRM4 PAM | CHRM5 antagonist | M1 PAM parental
O=C(COC(=O)c1ccc2ccccc2n1)Nc1ncc(C(F)(F)F)cc1Cl | -5 | 0 | -0.3 | -12 | -6 | -15 | 0 | 8 | -3
O=C(COC(=O)CCS(=O)(=O)c1ccc(Cl)cc1)NCCc1ccccc1 | -3 | -4 | 0.5 | 1 | -2 | -4 | 4 | -5 | 21
CSC(=NC#N)N1CCN(C(=NC#N)SC)CC1 | -2 | 0 | -0.5 | -2 | 6 | 1 | -2 | 1 | 16
CCC1Sc2ccc(S(=O)(=O)Nc3cc(OC)cc(OC)c3)cc2NC1=O (centres undefined) | 2 | 9 | 5.0 | 8 | -6 | 2 | -6 | 15 | -15
CCOc1ccc(S(=O)(=O)NCCCN2CCOCC2)cc1 | 2 | 0 | 0.2 | 4 | -5 | -5 | -1 | 2 | -11
CCCN(CC(=O)Nc1cc(C)on1)CC(=O)Nc1ccc(F)c(F)c1F | 0 | 1 | -0.3 | 9 | 0 | 9 | 5 | 10 | -3
Cc1cc(Cl)ccc1NC(=O)c1ccc2c(c1)CCN2S(C)(=O)=O | 3 | 10 | 8.0 | -2 | -7 | -13 | -4 | 10 | 12
CN1CCN(c2ccc(Cl)cc2NC(=O)/C=C/c2ccc(F)cc2)CC1 | -2 | 7 | 1.0 | 5 | 0 | -2 | 1 | 11 | -4
Cc1cc(C)n2nc(SCC(=O)N3CCCC3)nc2n1 | 4 | 1 | 1.2 | -12 | 24* | -13 | 8 | -13 | 16
Oc1ccc(/C=N/n2c(-c3ccccc3)n[nH]c2=S)cc1Br | 1 | 0 | 0.5 | -3 | 1 | -10 | 4 | 0 | 15
Cc1ccc(S(=O)(=O)N2C[C@@H]3[C@H]4CC[C@H](C4)[C@@H]3[C@@H](C)C2CC(=O)c2ccccc2)cc1 (some centres undefined) | 0 | 0 | 0.7 | -10 | -1 | -27 | -7 | -7 | 16
COc1ccc(C(=O)Nc2cccc(C(=O)O)c2)cc1S(=O)(=O)N1CCCC1 | -4 | 1 | 0.1 | 1 | 4 | 4 | 2 | 1 | 17
Cc1cc(C)c2ccc(NN)nc2c1O | -5 | 1 | 0.3 | 2 | -7 | 1 | -2 | -8 | 9
O=C(Nc1ccc(F)cc1)C1CCCN1S(=O)(=O)c1ccc(Br)cc1 (centres undefined) | -3 | 3 | 1.6 | -9 | 5 | 2 | 25* | 0 | 8
CCCCn1nc(C(=O)NC2CCCCCC2)c2ccccc2c1=O | 3 | 0 | 1.5 | -15 | 10 | -21 | 6 | -1 | 35
CC[N+](CC)(CC)CCOc1ccc(/C=C/c2ccccc2)cc1 | -1 | 1 | -0.3 | 27* | -18 | 3 | -14 | 95* | -2
COc1ccc(-c2nnnn2C)cc1S(=O)(=O)NCCc1ccccc1 | -1 | 1 | 0.1 | 1 | -3 | 3 | -4 | 4 | 7
O=C(NCc1ccco1)C1CCCN(S(=O)(=O)c2cnc[nH]2)C1 (centres undefined) | 2 | 0 | -0.1 | -4 | 1 | 2 | 2 | -3 | 4
COc1ccc(C(CNC(=O)COc2ccc(F)cc2Br)N2CCCC2)cc1 (centres undefined) | -7 | 1 | 2.3 | 2 | 6 | -8 | -8 | -2 | 19
O=S(=O)(N(Cc1ccccc1)[C@H](CO)Cc1ccccc1)N(Cc1ccccc1)[C@H](CO)Cc1ccccc1 | 0 | 0 | 1.1 | 3 | 7 | -10 | 3 | -1 | 19
Cc1cc(NC(=O)Nc2ccc(F)cc2)no1 | 1 | 1 | 2.2 | -6 | -9 | -1 | 8 | 7 | 16
Cc1c(OC(C)C(=O)N[C@@H](Cc2ccccc2)C(=O)O)ccc2c3c(c(=O)oc12)CCCC3 (some centres undefined) | 0 | -1 | 0.4 | -10 | 3 | 0 | 9 | 5 | 6
COc1cc(CCC(=O)NCc2ccc(Cl)cc2)cc(OC)c1OC | -2 | 2 | 1.9 | 0 | 2 | 4 | 6 | -2 | -1
CCN(CCCNC(=O)Cn1ncc2c([nH]c3ccc(C)cc32)c1=O)Cc1ccccc1 | -8 | 1 | -0.1 | -13 | 6 | -17 | -2 | -9 | 18
COc1ccc(S(=O)(=O)Cc2ccc(C(=O)NCCCN(C)c3ccccc3)o2)cc1 | -3 | 7 | 1.6 | 28* | 0 | -2 | -16 | 8 | 15
Cc1ccc(NC(=O)Nc2cccnc2)cc1NC(=O)Nc1cccnc1 | 1 | 3 | 1.5 | -6 | -1 | -4 | -4 | 2 | 3
Cc1ccc2c(c1)S(=O)(=O)c1ccc3ccccc3c1N2 | -2 | 3 | 0.4 | 3 | -5 | 4 | -2 | 7 | -9
OC(c1ccc(Cl)c(F)c1)c1ncc(-c2ccccc2Cl)[nH]1 (centres undefined) | 1 | 10 | 3.3 | -8 | -5 | -4 | -6 | 8 | 11
Cc1ccc(-n2c3c(cc(C(=O)NCc4ccco4)c2=O)C(=O)CC(C)(C)C3)cc1 | 0 | -1 | 0.2 | 4 | 2 | 7 | 9 | -3 | -1
Cc1cc2ccccc2n1CCNC(=O)C(C)(C)C | 1 | 2 | 0.9 | 9 | -6 | 8 | -3 | 5 | -5
CC(=O)c1nn(-c2ccc(C)cc2)cc1C(=O)c1cccc(Br)c1 | -4 | 1 | 0.7 | 3 | -2 | 1 | 13 | 16 | -1
Cc1cc(Cl)ccc1OC(C)C(=O)N1CCCN(C(=O)C(C)Oc2ccc(Cl)cc2C)CC1 (centres undefined) | -5 | 6 | 2.2 | -6 | -11 | -10 | -9 | 6 | 16
COc1cc(Cl)c(C)cc1NC(=O)[C@@H]1CCCN1C(=O)c1cccs1 | -3 | 0 | 0.2 | 12 | -9 | 4 | 3 | 15 | -3
CCCCSc1nc(NCc2ccco2)c2c3c(sc2n1)COC(C)(C)C3 | -1 | -2 | 0.6 | 8 | 3 | 0 | -2 | -1 | 10
Cc1ccc(C)c(NC(=O)c2ccccc2NS(=O)(=O)c2cc([N+](=O)[O-])ccc2C)c1 | 11 | 12 | 14 | 4 | -15 | 14 | -8 | 12 | -5
Cc1cc(CNCc2cn(C)nc2-c2ccc(Oc3ccccc3)cc2)on1 | 2 | 8 | 5.4 | 3 | -4 | -13 | -9 | -1 | 19

Arranged by molar mass (highest first): part of the list above
SMILES | CHRM5 agonist | M4 ag | CHO-K1 Ca ag | M4 antag | CHRM5 PAM | CHO-K1 Ca antag | CHRM4 PAM | CHRM5 antagonist | M1 PAM parental
O=S(=O)(N(Cc1ccccc1)[C@H](CO)Cc1ccccc1)N(Cc1ccccc1)[C@H](CO)Cc1ccccc1 | 0 | 0 | 1.1 | 3 | 7 | -10 | 3 | -1 | 19
Cc1cc(Cl)ccc1OC(C)C(=O)N1CCCN(C(=O)C(C)Oc2ccc(Cl)cc2C)CC1 (centres undefined) | -5 | 6 | 2.2 | -6 | -11 | -10 | -9 | 6 | 16
O=C(Nc1ccc(F)cc1)C1CCCN1S(=O)(=O)c1ccc(Br)cc1 (centres undefined) | -3 | 3 | 1.6 | -9 | 5 | 2 | 25* | 0 | 8
O=C(COC(=O)c1ccc2ccccc2n1)Nc1ncc(C(F)(F)F)cc1Cl | -5 | 0 | -0.3 | -12 | -6 | -15 | 0 | 8 | -3
CCCN(CC(=O)Nc1cc(C)on1)CC(=O)Nc1ccc(F)c(F)c1F | 0 | 1 | -0.3 | 9 | 0 | 9 | 5 | 10 | -3
CC(=O)c1nn(-c2ccc(C)cc2)cc1C(=O)c1cccc(Br)c1 | -4 | 1 | 0.7 | 3 | -2 | 1 | 13 | 16 | -1
COc1cc(CCC(=O)NCc2ccc(Cl)cc2)cc(OC)c1OC | -2 | 2 | 1.9 | 0 | 2 | 4 | 6 | -2 | -1
O=C(NCc1ccco1)C1CCCN(S(=O)(=O)c2cnc[nH]2)C1 (centres undefined) | 2 | 0 | -0.1 | -4 | 1 | 2 | 2 | -3 | 4
CCOc1ccc(S(=O)(=O)NCCCN2CCOCC2)cc1 | 2 | 0 | 0.2 | 4 | -5 | -5 | -1 | 2 | -11
CC[N+](CC)(CC)CCOc1ccc(/C=C/c2ccccc2)cc1 | -1 | 1 | -0.3 | 27* | -18 | 3 | -14 | 95* | -2
Cc1cc(C)c2ccc(NN)nc2c1O | -5 | 1 | 0.3 | 2 | -7 | 1 | -2 | -8 | 9

(cont.)
SMILES | CHRM5 agonist | M4 ag | CHO-K1 Ca ag | M4 antag | CHRM5 PAM | CHO-K1 Ca antag | CHRM4 PAM | CHRM5 antagonist | M1 PAM parental
O=C(Cn1ncc2c([nH]c3ccccc32)c1=O)NCCCN1CCN(c2ccccc2)CC1 | -6 | 6 | 1.3 | 1 | -2 | -3 | -1 | 1 | -9
Cn1c(CN2CCC(C(N)=O)CC2)c(C#N)c2ccccc21 | 1 | 1 | -0.2 | -7 | -1 | 8 | 7 | 3 | -5
CCOC(=O)Nc1ccc2nc(N3CCCCCC3)sc2c1 | 1 | 1 | 1.8 | 4 | 3 | 0 | -2 | 0 | -6
O=C(Nc1nc(-c2cccnc2)cs1)c1ccc(S(=O)(=O)N2CCOCC2)cc1 | -1 | 2 | 0.5 | -23 | 3 | -26 | 12 | -8 | 19
CCOc1ccccc1N(CC(=O)NC1CCCCC1)C(=O)CCCC(=O)Nc1ccccn1 | 0 | -1 | 0.8 | 13 | -7 | 5 | 2 | 9 | 28
CC(C)CCn1c(CN2CCOCC2)nc2c1c(=O)n(C)c(=O)n2C | 1 | 1 | 1.2 | -2 | -3 | 5 | 4 | -1 | 16
CCN1C(=O)/C(=C/c2cn(C)nc2C)SC1=S | -3 | 0 | 0.8 | 1 | -10 | -11 | 4 | 12 | 19
CCOc1ccccc1NC(=O)Cn1nnc(-c2ccc(OCC)c(OCC)c2)n1 | 1 | 1 | -0.2 | -6 | 1 | 1 | 9 | -5 | -2
CC(C)CCN1C(=O)c2ccccc2C1c1nnnn1Cc1ccccc1 (centres undefined) | 7 | 13 | 3.9 | -15 | -16 | -13 | -4 | 2 | -3
CN(CC(=O)Nc1ccc(Cl)c(C(F)(F)F)c1)C(=O)CCCc1nc2ccccc2c(=O)[nH]1 | 3 | 0 | 0.3 | 4 | -1 | -19 | 4 | 7 | 19
N#CCC(=N)N1CCN(c2cccc(Cl)c2)CC1 | -3 | 2 | 0.1 | 13 | -8 | 14 | -4 | 12 | -12
CCOc1ccccc1N1CCN(CC(=O)c2c(N)n(C)c(=O)n(C)c2=O)CC1 | -8 | 1 | 0.3 | -21 | -1 | -12 | 11 | -12 | 26

Entries listed above marked active in CHRM5 antagonist.
smiles	CHRM5 agonist	M4 ag	M4 antag	CHRM5 PAM	CHRM4 PAM	CHRM5 antagonist
CC[N+](CC)(CC)CCOc1ccc(/C=C/c2ccccc2)cc1	-1	1	27*	-18	-14	95*

Continuation:
SMILES | CHRM5 agonist | M4 ag | CHO-K1 Ca ag | M4 antag | CHRM5 PAM | CHO-K1 Ca antag | CHRM4 PAM | CHRM5 antagonist | M1 PAM parental
CCc1cc(-c2[nH]ncc2-c2nc3ccccc3n2C)c(O)cc1O | -5 | 2 | 0.6 | -1 | -3 | -10 | -11 | 11 | 18
COC(=O)C[C@H]1CC[C@@H]2[C@H](COC[C@H](O)CN2S(=O)(=O)c2ccccc2OC)O1 | -1 | 2 | / | -9 | -2 | / | 5 | -9 | /
CC(=O)Nc1ccccc1NC(=O)C(F)(F)F | 0 | 1 | 0.6 | -4 | 7 | -6 | 17 | 2 | 15
COc1cccc(C(C(=O)NCC2CCCO2)N(C(=O)Cn2nnc3ccccc32)c2ccc(NC(C)=O)cc2)c1 (centres undefined) | -2 | 1 | 1.8 | -3 | 3 | -21 | 5 | 1 | 11
